# High-throughput results (PubChem)
# K1F lysis inhibition – protection from phage-mediated lysis, alamar blue read-out – E. coli UTI89, K1F phage, bacterial capsule biogenesis inhibitors (AID 488966); actives 0.02% (n = 340,000); E. coli UTI89 K1F phage lysis, alamar blue, 2 h; higher % means a stronger effect; inhibition, % at 100 µM; hits with a dose series show IC50 in µM;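 active = phage lysis inhibition, versus mean bacterial control, above a set limit; inconclusive = no clear call, values can overlap the other calls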;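 note: capsule biogenesis inhibitors block K1F phage lysis so surviving cells raise fluorescence; higher fluorescence means more inhibition of phage lysis; actives were called in the ten point dose series up to 300 µM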
# MT stabilize HCS – microtubule stabilization, imaging screen | actives 0.83% (n = 200,000) | % tubulin-high responders, % at 10 µM | HeLa tubulin immunostaining HCS, 24 h; share of cells brighter than vehicle mean+2SD;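 active = plate Z-score above 3 for both tubulin-high and condensed-nucleus cell shares, with cell loss under 80%, at 10 µM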;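 note: anti alpha tubulin signal scored within the nucleus-defined area of each cell; some results filed as inactive read as strong as hits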
# ER stress rescue – protection against thapsigargin-triggered cell killing – 384-well, CSM14.1, ATP luminescence, primary screen (AID 1222); CSM14.1 thapsigargin-induced death rescue, ATP luminescence; higher % means a stronger effect; cellular ATP content (survival), % at 20 µM; hits with a dose series show EC50 in µM; 190,000 tested, under 10 active;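 active = EC50 below 50 µM in the dose-response confirmation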;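 note: death triggered by thapsigargin at about 15 µM added after 2 h compound pretreatment; cell ATP read after overnight thapsigargin exposure of roughly 18 to 22 hours; normalized against plate controls of thapsigargin alone and 5% DMSO vehicle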
# P. falciparum M1AAP – P. falciparum M1AAP inhibitors, biochemical, fluorogenic H-Leu-NHMec substrate, 1536-well (AID 1445); actives 0.42% (n = 220,000); recombinant M1AAP, H-Leu-NHMec fluorogenic kinetic assay; higher % means a stronger effect; inhibition, % at 30 µM; hits with a dose series show IC50 in µM;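 active = primary inhibition above the hit cutoff, then over 50% inhibition at one or more dose response concentrations, cut at about 23% in these data, passing the limit was not always enough; inconclusive = conflicting primary data, or primary hits not chosen for dose response; inactive = low primary inhibition, or under 50% at every dose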;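 note: plate controls were DMSO full reaction for no effect and no enzyme background for full effect; strong numbers were not always called active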
# bCat nuc transl – modulators of beta-catenin nuclear translocation. HeLa beta-catenin nuclear translocation, immunofluorescence imaging. nuclear translocation activity, % at 5 µM. actives 0.3% (n = 190,000). AID 1665;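 active = nuclear translocation activity above 50% at 5 µM, with a well cell count of 50 or more; inconclusive = wells under 50 cells across six images, flagged as toxic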;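 note: per-cell ratio of nuclear to cytoplasmic median beta-catenin stain intensity; plate controls were DMSO negative control for no effect and GSK-3 inhibitor IX positive control for full effect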
#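 Test system: human HeLa cells, endogenous beta-catenin. Times: 24 h compound exposure, 37°C. Measured by: beta-catenin immunofluorescence imaging with DAPI.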
# Insulin prom up – MIN6 insulin promoter up-regulation. actives 0.3% (n = 190,000). z-score at 5 µM. MIN6 insulin promoter-GFP reporter, high-content imaging; hits give high values;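 active = z-score above 3 at 5 µM with at least 500 cells counted in the well; inconclusive = wells under 500 cells, flagged as cytotoxic or low count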
# P. falciparum M17LAP – P. falciparum M17LAP inhibitors, primary screen, biochemical, fluorogenic H-Leu-NHMec substrate, 1536-well (AID 1619). actives 0.38% (n = 220,000). one-dose inhibition, % at 30 µM; IC50 in µM for titrated hits. recombinant M17LAP, H-Leu-NHMec fluorogenic kinetic assay; higher % means a stronger effect;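 active = compound inhibiting the enzyme by more than half at any dose during confirmatory dose-response retesting; inconclusive = strong single-dose inhibitors picked by rank but not retested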;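 note: plate controls were full reaction with DMSO carrier for no effect and no enzyme background for full effect; strong numbers were not always called active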
# Dynein cargo inh – dynein cargo transport inhibition | 3617.4 mouse cells, GR-EGFP nuclear translocation imaging; test concentration mostly 20 µM; stimulated with dexamethasone, 1 µM; hits give low values | z-score, hits read low | actives 0.47% (n = 220,000);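 active = plate z-score of nuclear minus cytoplasmic receptor signal below a set negative limit, without overly bright fluorescence or cell loss, cut at about -3.5 in these data, passing the limit was not always enough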;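 note: z-score of nuclear minus cytoplasmic ring GR-EGFP intensity difference per well; some compounds called inactive have numbers as strong as hits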
#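 Medium: Induction medium lacking tetracycline, stripped serum | Probe or stimulus: 1.0 µM final dexamethasone stimulus | Schedule: 48 h induction, then 1 h compound, then 30 min agonist, 37 °C | Signal: Automated 10x imaging of fixed Hoechst-stained cells | Evaluation: Per-cell GR-EGFP intensity, nucleus versus surrounding cytoplasmic ring, well-averaged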
# Autophagy HCS – alters autophagy in cells | actives 0.98% (n = 190,000) | MEF GFP-LC3 puncta imaging; test concentration mostly 10 µM | calls only at 10 µM (by protocol);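 active = percentage of spot-positive cells more than 3 SD above its plate mean, without a fluorescence outlier flag or 80% toxicity; inconclusive = no clear call, values can overlap the other calls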;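 note: spot-positive cell cutoff set from DMSO-treated cells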
# Dynein cargo inh cytoplasmic EGFP – further read-out of Dynein cargo inh, marked with its call; z-score; measured here: cytoplasmic GR-EGFP intensity; hits give high values
# Dynein cargo inh nuclear GR-EGFP – also measured in Dynein cargo inh; calls as there; z-score; measured here: nuclear GR-EGFP intensity;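 lower value marks the stronger effect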
# Dynein cargo inh cell count – recorded beside Dynein cargo inh, whose call it bears; z-score; measured here: cell count per field
# Insulin prom up cell count – also measured in Insulin prom up; calls as there; cell count; measured here: cytotoxicity, nuclei count;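 total cells summed across four imaged fields per well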
# bCat nuc transl cell count 5 µM – further read-out of bCat nuc transl, marked with its call; cell count; measured here: cell count, cytotoxicity flag
# MT stabilize HCS Hoechst-high % – also measured in MT stabilize HCS; calls as there; % Hoechst-high responders; measured here: nuclear condensation Hoechst responders;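 share of cells brighter than vehicle mean plus two SD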
# MT stabilize HCS cytotoxicity % – second read-out of MT stabilize HCS, no call of its own (marks repeat the call); toxicity, %; measured here: cytotoxicity by cell density;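 0% = mean cell density of plate MIN control wells and 100% = no cells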
# Autophagy HCS cell loss 18 h – second read-out of Autophagy HCS, no call of its own (marks repeat the call); toxicity, %; measured here: cell loss, nuclei count;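 cell loss after 18 h compound exposure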
# The depositor's hits bear a star; i = inactive; ? = inconclusive; . = no result given; [ ] = remark or other dose.
SMILES,K1F lysis inhibition,MT stabilize HCS,MT stabilize HCS Hoechst-high %,MT stabilize HCS cytotoxicity %,ER stress rescue,P. falciparum M1AAP,bCat nuc transl,bCat nuc transl cell count 5 µM,Insulin prom up,Insulin prom up cell count,P. falciparum M17LAP,Dynein cargo inh,Dynein cargo inh cytoplasmic EGFP,Dynein cargo inh nuclear GR-EGFP,Dynein cargo inh cell count,Autophagy HCS,Autophagy HCS cell loss 18 h
O=C(c1ccc2nc(N3CCOCC3)sc2c1)N1CCN(C(=O)c2ccco2)CC1,0.3%,3.2,2.0,6.2,2.6%,-1.8%,-6.5,1226,0.61,971,-6.4%,-0.285,-0.111,-0.0375,-0.196,i,9.2
O=C(NCCCN1CCCCC1)C1(S(=O)(=O)c2ccc(Cl)cc2)CC1,0.4%,4.7,2.5,4.0,-1.8%,-0.2%,-1.6,1114,.,.,-7.4%,-0.419,-0.119,0.0825,-0.342,.,.
COc1ccc(CCn2c(=N)c(C(=O)NCc3ccco3)cc3c(=O)n4ccccc4nc32)cc1,6.7%,1.1,1.5,7.3,-2.8%,6.2%,1.7,1305,-0.39,1594,8.2%,-0.728,-0.173,-0.756,0.637,i,2.3
Cc1ccc(-c2noc(-c3cccs3)n2)cc1,0.7%[50 µM],3.4,1.9,6.8,-1.4%,8.1%,1.7,885,.,.,-4.9%,0.0755,-0.216,0.31,0.64,i,-4.0
CCOC(=O)C1=C(C)NC(=O)NC1c1ccc(OCC(=O)Nc2ccccc2)c(OC)c1 (stereo unspecified),-1.9%,3.6,2.9,5.0,.,3.7%,-1.4,1066,0.37,1834,0.8%,-1.01,-0.166,-0.29,0.144,.,.
CC(=O)Oc1cccc(N2C(=O)c3ccc(C(=O)Nc4cccnc4)cc3C2=O)c1,0.2%,2.2,1.9,6.0,0.1%,22.8%,-0.8,1105,-0.31,1222,12.3%,-0.534,-0.333,-0.246,0.669,i,-1.6
OCC1CCCN(C(=S)Nc2ccc(OC(F)F)cc2)C1 (stereo unspecified),0.7%[50 µM],3.9,2.0,7.1,0.7%,-4.8%,-3.7,1193,-0.14,1515,6.9%,0.0926,-0.169,-0.128,-0.433,i,4.6
O=C(O)c1cccc(S(=O)(=O)Nc2cc(Cl)ccc2Cl)c1,0.1%,.,.,.,.,?,-1.8,1374,0.81,1114,35.9%,-0.0389,-0.236,-0.122,0.407,.,.
Fc1ccc(C(c2nnnn2Cc2cccs2)N2CCN(C3CCCCC3)CC2)cc1 (stereo unspecified),9.1%,3.7,2.0,9.4,-4.4%,2.2%,-5.2,1168,-0.9,1137,8.2%,-0.895,-0.183,-0.204,0.238,i,14.9
Cc1ccc2nc(SCC(=O)NC(=O)NCc3ccco3)[nH]c2c1,3.0%,3.0,3.2,5.5,-2.0%,15.7%,4.1,981,0.39,1609,11.7%,-0.51,-0.281,0.546,0.326,i,18.8
O=C(Nc1cc(Sc2ccccn2)cc([N+](=O)[O-])c1)c1ccc(Cl)cc1,0.4%,2.3,1.8,0.9,-0.7%,-3.3%,.,.,.,.,-3.2%,-0.264,-0.239,-0.774,1,i,-2.0
CC(=O)Nc1ccc(N=Cc2ccc[nH]2)cc1,0.5%,3.5,1.0,1.7,.,-0.5%,0.6,1046,1.16,1196,6.1%,0.00321,-0.283,0.167,0.772,i,4.6
CCOC(=O)COc1ccc2c(c1)C(=O)CC1(CCN(C(C)=O)CC1)O2,6.4%,4.9,3.0,9.0,0.6%,6.9%,-1.6,982,-0.58,1401,-243.5%,-0.349,-0.183,0.0761,-0.601,i,0.3
CC(NC(=S)NC1CCCCC1)C(c1cccs1)N1CCOCC1 (stereo unspecified),0.7%[50 µM],.,.,.,.,-12.2%,0.9,1273,0.13,1040,20.6%,-0.633,-0.289,0.296,0.542,.,.
COc1ccc(C(=O)NCC(=O)OCC(=O)N(C)c2ccccc2)cc1,0.3%,.,.,.,.,3.9%,0.0,1265,-0.77,1064,-6.0%,0.0781,-0.245,0.961,-0.58,.,.
Cc1occc1C(=O)OCC(=O)Nc1ccc(F)cc1,0.0%,4.2,4.2,4.0,-0.9%,-3.1%,-2.0,950,0.13,1005,-6.3%,0.0354,-0.336,0.0407,0.212,i,-10.8
Cc1ccc(S(=O)(=O)N2C(=O)C(C)SC2=Nc2ccccc2)cc1 (stereo unspecified),0.7%[50 µM],1.6,3.3,5.3,-3.9%,2.7%,-3.5,553,0.07,1395,-3.0%,-0.342,-0.236,-0.551,0.559,i,0.2
CCOC(=O)C1(Cc2cccc(OC)c2)CCN(C/C=C/c2ccccc2)CC1,0.5%,1.6,1.6,2.6,1.8%,0.0%,0.5,936,.,.,-2.4%,-0.447,0.0484,0.0934,0.16,i,9.0
CNS(=O)(=O)c1cccc(C(=O)OCC(=O)c2cc3ccccc3o2)c1,1.6%,2.2,2.4,6.0,-1.7%,12.2%,-0.5,1126,-0.42,1166,-3.4%,0.371,-0.00332,0.211,-0.956,i,-10.0
CCCOc1ccc(C(=O)N2CCN(c3ccc(N)cc3Cl)CC2)cc1,4.5%,3.1,1.0,2.0,-0.3%,10.8%,.,.,0.85,1263,8.7%,0.156,-0.228,0.426,0.995,i,3.1
O=C(CC1NC(=O)NC1=O)Nc1cccc2ccccc12 (stereo unspecified),0.4%,2.7,1.7,6.4,-1.6%,-3.9%,-0.7,945,0.51,1188,3.6%,0.915,-0.164,-0.131,-1.04,i,-5.3
CC(=O)Nc1ccc(C(=O)N/N=C/c2cc(Br)cc(Br)c2O)cc1,-0.8%,4.0,2.4,26.9,1.9%,?,7.7,738,-3.57,703,-0.3%,2.11,-0.186,0.922,-2.53,i,6.9
CCCCOC(=O)c1nnc(-c2ccccc2)o1,2.3%,.,.,.,.,3.7%,-0.4,1263,.,.,9.1%,0.71,-0.238,0.191,-0.356,.,.
CCOC(=O)c1c(O)c(O)c(C(=O)OCC)n1-c1ccccc1,4.2%,.,.,.,.,-2.6%,-2.3,1118,-0.11,1417,-17.0%,-0.231,-0.194,-0.139,-0.356,.,.
C=CCn1c(SCC(=O)Nc2cc(OC)c(NC(=O)c3ccco3)cc2OC)nnc1-c1ccncc1,2.7%,2.0,1.5,8.1,8.5%,13.1%,1.9,1111,-0.07,1178,14.2%,-0.441,-0.252,-0.863,0.216,i,-8.8

# Next section.
SMILES,K1F lysis inhibition,MT stabilize HCS,MT stabilize HCS Hoechst-high %,MT stabilize HCS cytotoxicity %,ER stress rescue,P. falciparum M1AAP,bCat nuc transl,bCat nuc transl cell count 5 µM,Insulin prom up,Insulin prom up cell count,P. falciparum M17LAP,Dynein cargo inh,Dynein cargo inh cytoplasmic EGFP,Dynein cargo inh nuclear GR-EGFP,Dynein cargo inh cell count,Autophagy HCS,Autophagy HCS cell loss 18 h
COc1cc(/C=N/NC(=O)/C(=C/c2ccccc2)CCO)ccc1O,0.1%,6.6,2.8,3.4,1.4%,4.0%,1.6,1108,0.18,1543,28.8%,0.0203,-0.0698,0.0899,-0.984,i,-7.5
C/C=C/c1ccc(OCCCCN2C(=O)NC(C)(C)C2=O)c(OC)c1,3.4%,2.4,1.3,4.6,-0.9%,7.2%,-0.2,931,0.19,1248,-6.9%,-0.839,-0.215,-0.612,0.293,i,-4.4
C#CCOCCOCCOCCNc1nc(N2CCN(C(=O)[C@H]([C@@H](C)CC)n3cc([C@@H](N)CO)nn3)CC2)nc(N2CCN(C(=O)[C@H]([C@@H](C)CC)n3cc([C@@H](N)CO)nn3)CC2)n1,.,.,.,.,.,2.3%,-1.1,1322,1.16,792,-9.9%,3.02,-0.644,1.36,-1.43,.,.
Cc1ccc(S(=O)(=O)N2CCN(Cc3nc4ccccc4n3C)CC2)cc1,3.2%,2.3,2.2,10.1,-0.6%,-0.2%,-0.3,726,-0.7,1382,2.7%,-0.221,-0.199,0.0592,0.0315,i,-2.6
CS(=O)(=O)NN1C(=O)c2ccccc2NC12CCCC2,-0.8%,3.9,2.5,2.1,-0.8%,6.3%,0.1,1074,1.97,1084,-4.9%,-0.0629,-0.149,0.245,0.317,i,-1.9
NC(=O)CSc1nc2sc3c(c2c2ncnn12)CCCC3,9.6%,4.5,2.8,0.2,-0.5%,7.0%,3.8,1155,0.04,1037,29.4%,0.797,-0.335,0.353,-0.342,i,0.1
COC(=O)CN(c1cccc(F)c1)S(C)(=O)=O,0.2%,1.8,1.1,6.3,0.8%,-1.9%,-2.7,1204,-0.08,860,4.9%,0.603,-0.151,0.584,1.56,i,-13.8
O=C1CC(c2cccs2)c2cc3c(cc2N1)OCO3 (stereo unspecified),3.3%,1.2,1.6,6.0,-1.6%,5.1%,.,.,.,.,-6.2%,-0.494,-0.227,-0.162,0.375,i,-10.3
CNS(=O)(=O)c1ccc(C)c(S(=O)(=O)NC)c1,0.5%,4.5,2.0,2.5,-0.9%,-0.6%,-0.1,535,0.86,1312,7.2%,-0.478,-0.297,-0.515,0.552,i,-10.9
O=C(COc1c(Cl)cc(Cl)cc1Cl)c1ccc(Cl)cc1,2.0%,1.8,2.6,1.2,0.2%,6.8%,-0.5,531,-0.1,1420,-27.0%,-0.0633,-0.273,-0.208,-0.203,i,-9.0
CC(=O)NC(CC(=O)Nc1ccc(S(=O)(=O)N2CCCCC2)cc1)c1ccccc1 (stereo unspecified),-0.1%,2.0,1.7,6.5,0.5%,5.7%,-1.5,1062,0.43,972,-2.0%,-0.458,-0.171,0.0167,0.674,i,-0.4
CC1CCc2sc(-c3n[nH]c(=S)o3)cc2C1 (stereo unspecified),-0.9%,1.6,3.1,2.2,-1.5%,6.4%,-4.8,1040,0.27,1130,-10.1%,0.43,-0.384,1.06,0.2,i,-8.1

# An unsorted share of the library; about 2.9% have a hit in one of these screens.
